Compound activity: PubChem BioAssay, Broad Institute
E-selectin induc = E-selectin induction in HUVECs, primary screen, imaging, HUVEC, immunofluorescence imaging, single point | AID 686992, 2013 | normalized: neutral wells 0, TNF-alpha wells 100 | activation, % at 7.58 µM | 0.37% of 260,000 active | P16581;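 active = mean E-selectin-positive cell signal at least 10% of the positive control, reached in at least 60% of replicates, without over 20% cell loss; inconclusive = no rule given, readout overlaps actives, possibly toxicity-flagged; inactive = the rest, including those meeting only one limit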;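 note: in these data hits start at about 27%; measured in HUVEC primary endothelial cells; signal is the percent of cells scored E-selectin positive by PE staining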
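Test system – human umbilical vein endothelial cells (HUVEC), E-selectin induction · Input – 3,000 HUVEC seeded per well · Buffer or medium – EGM-2, gelatin · Compound dosing – single-point compound dose · Detection – immunofluorescence imaging · Measure – percent E-selectin-positive cells · Controls – TNF-alpha high, DMSO low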
DENV2 CPE = inhibitors of DENV2 cytopathic effect, primary screen, cell-based, plate reader, single concentration; CPE inhibition, % at 9.99 µM; 1.7% of 350,000 active; DENV2-infected cells, cytopathic effect rescue; in the data active = CPE inhibition above about 20%, passing the limit was not always enough; inconclusive = no clear call, values can overlap the other calls; tested in BHK-21 cells;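 note: 0% = median of neutral control wells and 100% = median of positive control wells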
INS-1E GSIS act = GLuc luminescence reporter in INS-1E cells, primary screen for activators of glucose-dependent secretion of insulin; INS-1E GLuc reporter insulin secretion, 2-3 h; 0.61% of 370,000 active; AID 743287, 2014; activation, % at 16.6 µM;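 active = lowest replicate activation of at least 40%, so every replicate reaches that level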;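 note: 0% = median of neutral control wells and 100% = median of IBMX positive control wells; some compounds called inactive have numbers as strong as hits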
Xi reactivation = activators of inactive X chromosome reactivation, primary screen, imaging, XiGFP fibroblasts, GFP high-content imaging, set 2; XiGFP mouse fibroblasts, % GFP-positive cells imaging, 3 d; cells co-treated with 5-aza-dC sensitizer; scaled so ellipticine positive control = 100%; activation, % at 7.58 µM; 0.055% of 360,000 active;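 active = mean normalized replicate activation at least 10% and every replicate at or above 10%; inconclusive = only one of the two criteria met; inactive = mean below 10% and not all replicates reach 10%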;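 note: 0% = median of on-plate neutral control wells and 100% = ellipticine 6 µM median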
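Assay system – SV40-immortalized XiGFP fibroblast cells, line 68-5-11 · Buffer or medium – DMEM supplemented with 5-aza-dC as sensitizing agent · Dosing – one concentration, pinned · Benchmarks – positive control ellipticine, 6 µM final · Times – 3 days compound exposure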
RAD52 inh = RAD52 DNA annealing inhibitors, primary screen, biochemical, FRET, single point, set 2; DNA repair protein RAD52 homolog (Homo sapiens), P43351; recombinant RAD52 DNA annealing, FRET fluorescence; inhibition, % at 18.7 µM; 0.46% of 360,000 active;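 active = every replicate showing at least 50% inhibition; inconclusive = mean inhibition at least 50% but not in every replicate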
Target sequence (P43351 whole entry, looked up): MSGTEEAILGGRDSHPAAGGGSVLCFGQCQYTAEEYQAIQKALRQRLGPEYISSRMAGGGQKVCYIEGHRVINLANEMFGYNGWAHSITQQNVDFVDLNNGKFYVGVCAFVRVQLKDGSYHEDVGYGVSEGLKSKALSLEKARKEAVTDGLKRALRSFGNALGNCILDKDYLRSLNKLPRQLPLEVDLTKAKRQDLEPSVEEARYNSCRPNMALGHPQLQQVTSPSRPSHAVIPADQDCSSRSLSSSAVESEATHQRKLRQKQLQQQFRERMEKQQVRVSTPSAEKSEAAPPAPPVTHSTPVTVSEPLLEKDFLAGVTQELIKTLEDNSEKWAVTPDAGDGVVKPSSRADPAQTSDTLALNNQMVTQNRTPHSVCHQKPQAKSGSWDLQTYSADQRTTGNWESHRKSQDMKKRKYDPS
F508del corr = F508del CFTR correction, initial screen, CFBE line, single point | CFBE cells, YFP halide quenching; stimulated with forskolin plus potentiator P3; % fluorescence drop versus neutral controls | activity (quench increase), % at 7.58 µM | 0.36% of 350,000 active;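 active = mean added fluorescence quench of at least 8% versus neutral control, with both replicates also reaching 8%; inconclusive = only one of the mean or replicate conditions met; inactive = mean below 8% and not both replicates reaching 8%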;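 note: cells transiently co-express mutant CFTR-F508del with the halide-sensitive YFP; corrector assay measuring rescue of mutant channel to the surface after 24 h compound exposure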
CASP6 VEID inh = human caspase-6 inhibitors, primary screen, biochemical, VEID-R110 fluorescence, single point, set 2. inhibition, % at 12.5 µM. purified caspase-6, Z-VEID-R110 cleavage fluorescence. AID 686996, 2013. 0.53% of 350,000 active;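 active = mean inhibition across replicates at least about 35%, with every replicate also reaching that limit, limit read from the data; inconclusive = only one of the two criteria met; inactive = neither criterion met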;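 note: 0% = median of neutral control wells and 100% = no fluorescence left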
Target sequence (P55212 24-179 limits assumed): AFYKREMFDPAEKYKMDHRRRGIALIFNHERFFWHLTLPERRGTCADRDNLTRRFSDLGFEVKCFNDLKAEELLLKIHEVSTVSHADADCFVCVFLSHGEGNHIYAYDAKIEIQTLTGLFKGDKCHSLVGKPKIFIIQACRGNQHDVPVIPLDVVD
Target sequence (P55212 194-293 limits assumed): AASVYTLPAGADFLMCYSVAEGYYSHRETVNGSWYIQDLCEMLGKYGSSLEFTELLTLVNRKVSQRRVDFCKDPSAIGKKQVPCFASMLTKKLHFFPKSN
RAD54 inh = inhibitors of human RAD54 branch migration, primary screen, biochemical, fluorescence, single point | 0.14% of 360,000 active | inhibition, % at 10.4 µM | RAD54 Holliday junction branch migration, FAM/BHQ fluorescence;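 active = mean normalized replicate activity at least 40 and at least half of replicates scoring 40 or more; inconclusive = only one of the two criteria met; inactive = mean below 40 and under half of replicates reaching 40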;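 note: 0% = median of neutral control wells and 100% = median of positive control wells; inhibitors cause a drop in the FAM fluorescence signal; in these data hits start at about 50%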
An asterisk follows results filed as active; ? = inconclusive; . = no result given; & = joins results of further samples.

Order of results – E-selectin induc	DENV2 CPE	INS-1E GSIS act	Xi reactivation	RAD52 inh	F508del corr	CASP6 VEID inh	RAD54 inh
Cc1ccc(-n2c(CCc3ccccc3)n[nH]c2=S)cc1C
  -0.1	-5.4	21.7	0.1	-6.6	5.2	1.5	-10.2
COc1ccc(NC(=O)N(C)C[C@H]2OCCCC[C@H](C)Oc3ccc(NC(=O)c4ccccc4)cc3C(=O)N([C@H](C)CO)C[C@@H]2C)cc1
  -0.2	-10.2	-3.8	0.0	-57.7	-1.5	1.0	4.5
C[C@H](CO)N1C[C@H](C)[C@H](CN(C)C(=O)Nc2ccc(C(F)(F)F)cc2)Oc2c(NS(=O)(=O)c3cccs3)cccc2C1=O
  -5.2	-1.6	-22.2	0.6	15.6	0.3	0.9	-9.9
Cc1ccc(-n2c(N)cc(=O)nc2SCC(=O)N2CCN(c3ccccc3)CC2)cc1
  0.2	?	10.5	-0.1	-8.3	-1.9	2.8	6.7
CC(Sc1nnc(-c2cccnc2)n1-c1ccccc1)C(=O)NCc1ccc2c(c1)OCO2 (centres undefined)
  .	4.3	-7.8	.	0.9	2.4	.	-9.9
CC(C)NC(=O)N1C[C@@H]2[C@H](c3ccccc31)[C@@H](CO)N2C(=O)c1ccc(F)cc1
  -0.1	10.9	6.3	0.3	0.3	-0.7	-0.9	1.8
CCOC(=O)N1CCN(C(=O)C(=O)Nc2sc3c(c2C(N)=O)CC(C)(C)OC3)CC1
  2.1	0.3	3.4	0.0	-17.2	4.1	-2.0	.
CC(C)NC(=O)N(C)C[C@@H]1Oc2ccc(NC(=O)Nc3ccc(F)cc3)cc2C(=O)N([C@@H](C)CO)C[C@H]1C
  -0.1	6.0	-1.5	-0.2	12.4	1.3	-0.5	0.0
CCOC(OCC)c1cn(Cc2ccc3c(c2)C(=O)c2ccccc2C3=O)nn1
  .	19.0	-5.6	0.0	-1.2	-0.2	4.9	.
CC(=O)Nc1ccccc1NC(=O)c1cc(C)cc(C)c1
  .	4.9	6.3	0.1	8.2	0.2	-0.7	.
COc1ccc(NC(=O)CSc2nc(N)c3cc4c(nc3n2)CC(C)(C)OC4)cc1
  1.2	0.0	-6.5	-0.1	-15.5	1.7	1.2	-4.4
COCC(=O)N1CC2(C1)[C@H](c1ccccc1)[C@@H](CO)N2C(=O)c1ccncc1
  0.0	3.6	23.3	0.0	1.0	-3.1	-0.9	.
COc1ccc(S(=O)(=O)Nc2cccc3c2O[C@H](CN(C)CC2CCCCC2)[C@@H](C)CN([C@H](C)CO)C3=O)cc1
  -0.2&0.0	2.2&0.5	1.8&0.7	0.4&0.1	6.2&-9.4	-0.2&0.0	2.0&-1.6	-1.7&-0.7
O=C(/C=C/c1cccs1)N1CCC2(CC1)Oc1ccc(Cl)cc1C(=O)C21CC(c2cccnc2)=NO1 (centres undefined)
  .	12.6	-1.4	0.2	-13.4	0.4	2.8	-6.7
Cn1cnc(S(=O)(=O)N2CCCCN3[C@@H](CO)[C@@H](c4ccc(-c5cccc(F)c5)cc4)[C@@H]3C2)c1
  0.1	-12.5	-21.8	0.1	-7.0	-0.5	0.2	1.5
O=C(C1=C[C@H](c2ccc(Br)cc2)C[C@H](OCc2ccc(CO)cc2)O1)N1CCN(Cc2ccccc2)CC1
  .	17.8	.	.	-65.3	-0.4	1.4	-3.1
COc1ccccc1-c1nnc(SCC(=O)NC2CCCCC2)n1N
  0.3	-2.2	.	-0.2	-15.9	1.4	0.3	1.4
C[C@@H]1CN([C@H](C)CO)C(=O)Cc2cc(NS(=O)(=O)c3cccs3)ccc2O[C@H]1CN(C)Cc1ccc(-c2ccccc2)cc1
  0.2	14.6	-18.5	-0.2	32.4	0.7	-0.6	2.1
CN1C(=O)c2cc(NC(=O)c3ccccc3F)ccc2OC[C@@H]2O[C@H](CC(=O)NCc3ccc4c(c3)OCO4)CC[C@@H]21
  0.0	-0.5	-15.4	0.1	-4.3	-4.2	-1.1	0.5
C[C@@H]1CN([C@@H](C)CO)C(=O)c2cc(Br)cnc2O[C@H]1CN(C)Cc1ccc(-c2ccccc2)cc1
  -0.6&-0.3	-1.2&6.4	-23.9&-25.3	0.0&-1.2	3.6&25.1	0.8&-3.7	1.3&0.0	-8.4&-2.2
O=C(Cn1cc2c(n1)CCCC2)N1CCCc2ccccc21
  -0.1	-8.4	10.6	0.3	-6.4	-2.0	-1.6	-5.2
CCOc1ccc(NC(=O)COc2ccc(OC)cc2)cc1
  .	-3.4	2.1	0.3	-10.3	1.3	-0.1	.
O=C(C[C@H]1CC[C@@H](NC(=O)c2cccc(F)c2)[C@H](CO)O1)NCCN1CCCC1
  -0.7	5.9	-3.6	-0.2	-13.5	-2.7	-1.8	-2.4
O=C(Cc1cccnc1)N1CC(=O)N2[C@H](C1)[C@@H](c1ccc(C#CC3CC3)cc1)[C@@H]2CO
  0.1	3.0	-5.5	0.0	-8.2	4.2	0.8	.
COC(=O)c1cc(NC(=O)c2cccc([N+](=O)[O-])c2C)ccc1Cl
  0.1	-0.1	-5.5	0.0	-16.6	-0.4	4.3	4.1
O=C(O)C[C@@H]1C[C@H]2c3cc(NC(=O)CC4CC4)ccc3O[C@H]2[C@@H](CO)O1
  -0.1	16.8	8.1	0.2	-2.9	-5.6	-1.8	-4.1
CCc1ccc(C2N(c3ccc(OC)cc3)C(=O)C3CCCN32)cc1 (centres undefined)
  0.0	-4.0	-10.8	0.1	-7.8	-0.5	-0.2	-2.6
O=C(NNC(=O)C1CCN(Cc2cccc(F)c2)CC1)c1cccs1
  2.6	11.1	13.7	0.2	-6.4	-0.1	-0.1	1.3
CC(C)c1ccccc1NC(=O)COC(=O)COc1ccccc1[N+](=O)[O-]
  .	-3.2	4.3	0.0	-4.1	1.9	-0.9	.
COc1ccc(S(=O)(=O)NCc2ccco2)cc1N(C)S(=O)(=O)c1ccccc1
  .	1.8	-0.4	0.1	-6.7	0.3	0.3	.
Cc1cc(NC(=O)CCSc2ccc(Cl)cc2)no1
  0.1	9.6	2.2	0.4	-8.6	-0.6	4.8	.
C#CCN(Cc1cccc(F)c1)C(=O)c1nnc2c3cc(F)ccc3n(S(=O)(=O)c3ccc(OC)cc3)c2n1
  -0.2	7.2	25.8	0.0	-5.9	-2.2	0.1	.
CC(NC(=O)c1ccccc1F)c1nnc(SCC(=O)NC2=NCCS2)n1C (centres undefined)
  .	1.3	2.7	0.2	-18.7	0.0	-0.4	-5.5
CO[C@@H]1CN(C)C(=O)c2cc(NC(=O)C3CCCCC3)ccc2OC[C@H](C)NC[C@H]1C
  -0.2	-1.1	27.6	0.0	16.6	0.0	23.6	0.2
Cc1ccc(S(=O)(=O)N(C)c2ccc(OCC(=O)Nc3nc4ccccc4s3)cc2)cc1
  .	9.1	-6.3	-0.1	-11.8	.	-0.4	1.8
COC(=O)C1=C(C)N(Cc2ccccc2)C(=NCCCOC(C)C)N[C@H]1c1ccccc1
  0.0	-7.7	-19.7	0.0	-11.8	-2.0	-1.3	-0.7
Cc1ccsc1C(=O)N1CCN(S(=O)(=O)c2cccc(F)c2)CC1
  .	-7.1	9.9	-0.1	-4.4	-1.0	-57.0	-1.3
O=[N+]([O-])c1ccc(NN=C(c2ccccc2)c2ccccc2)nc1
  0.6	4.4	13.7	0.0	-17.8	1.3	-3.9	4.1
C[C@H](CO)N1C[C@H](C)[C@@H](CN(C)Cc2ccc(C(=O)Nc3ccccc3N)cc2)Oc2c(NS(C)(=O)=O)cccc2C1=O
  .	-5.3	14.1	0.1	1.6	-0.2	-1.3	4.6
S=c1[nH]nc(-c2n[nH]c3c2CCC3)n1/N=C/C=C/c1ccco1
  .	2.1	-8.0	0.0	-23.5	1.4	24.0	-0.1
Cc1ccccc1NC(=O)CN1CCc2ccccc2C1
  .	-5.3	2.2	0.1	-5.0	-1.1	-2.5	11.2
CCOc1ccc(NC(=O)Cn2cc(C(C)=O)c3ccccc32)cc1
  -0.1	-5.8	15.9	0.0	-10.3	-1.5	.	1.4
O=C(NCc1ccccc1)c1cc(-c2ccncc2)nc2ccccc12
  .	1.6	-0.6	0.0	-8.5	-3.3	1.5	5.3
CC(=O)N1c2ccc(S(=O)(=O)N3CCC(C(=O)N4CCN(c5cccc(C(F)(F)F)c5)CC4)CC3)cc2CC1C (centres undefined)
  .	-4.3	-48.7	0.0	-10.1	0.1	1.2	2.9
O=C1NC2(CCCCC2)C(=O)N1CC(=O)N1CCc2ccccc21
  0.0	-7.4	-3.3	0.1	-4.9	0.8	-5.8	-6.1
COc1ccccc1CNC(=O)C[C@@H]1C=C[C@H](NC(C)=O)[C@H](CO)O1
  -0.2	-0.1	2.9	-0.6	-7.5	1.8	-3.0	8.8
Cn1c(CNC(=O)CNC(=O)c2ccccc2)cc(=O)n(C)c1=O
  .	-5.7	1.7	0.3	-3.2	-1.4	-2.4	-6.3
O=C(NNS(=O)(=O)c1ccccc1[N+](=O)[O-])c1ccncc1
  -1.5	-12.7	7.0	0.1	-16.7	0.3	1.2	.
O=C(/C=C/c1ccccc1)CC(=O)c1ccccc1O
  0.0	3.9	2.7	0.4	-4.9	-1.3	0.9	.
CCOC(=O)[C@H]1[C@H]2COc3ccc(C)cc3[C@@H]2N2C(=O)CN(Cc3ccc(F)cc3)C(=O)[C@@]12C
  -0.2	-7.6	6.7	-0.4	-79.3	-1.3	-2.3	6.1
Cc1noc(C)c1NC(=O)Nc1cccc2c1O[C@H](CN(C)Cc1ccc(-c3ccccc3)cc1)[C@H](C)CN([C@H](C)CO)C2=O
  -0.3	?	-30.2	-0.1	6.7	0.0	-0.8	-2.4
CCN(CC(=O)Nc1ccc(OC)cc1)C(=O)c1ccc2[nH]c3c(c2c1)CC(C)CC3 (centres undefined)
  .	0.1	0.8	0.1	-15.1	-3.5	-1.9	0.9
CCCCCC(C)n1[nH]c(=O)cc1N (centres undefined)
  .	.	-12.5	.	1.9	.	-1.4	-0.7
O=C(NCC1CCCO1)c1cccc2ccccc12 (centres undefined)
  .	-4.1	8.6	0.1	3.6	-0.8	2.8	14.2
CN(C)S(=O)(=O)c1ccc(N/C=C(\[N+](=O)[O-])S(=O)(=O)c2ccccc2)cc1
  0.0	-1.6	3.3	0.0	-23.9	-0.2	3.9	-17.0

Compounds were not picked by outcome; about 3.7% have a hit in one of these screens.
